Source: PubChem BioAssay (National Center for Advancing Translational Sciences (NCATS))
15-hLO-2 inh: 15-hLO-2 (ALOX15B) enzyme inhibition | purified 15hLO-2, xylenol orange hydroperoxide absorbance | Potency, µM (titrated, usually from 57.1 µM), without a hit: at the highest dose activity change, negative = inhibition, actives largely listed as inhibitors | 0.56% of 110,000 active | AID 881; also: potency is read from the fitted curve at half-maximal effect; nearly all actives have a fitted effect of over 60% in size; many of its hits are not listed in these tables
Target sequence (O15296 whole entry, looked up): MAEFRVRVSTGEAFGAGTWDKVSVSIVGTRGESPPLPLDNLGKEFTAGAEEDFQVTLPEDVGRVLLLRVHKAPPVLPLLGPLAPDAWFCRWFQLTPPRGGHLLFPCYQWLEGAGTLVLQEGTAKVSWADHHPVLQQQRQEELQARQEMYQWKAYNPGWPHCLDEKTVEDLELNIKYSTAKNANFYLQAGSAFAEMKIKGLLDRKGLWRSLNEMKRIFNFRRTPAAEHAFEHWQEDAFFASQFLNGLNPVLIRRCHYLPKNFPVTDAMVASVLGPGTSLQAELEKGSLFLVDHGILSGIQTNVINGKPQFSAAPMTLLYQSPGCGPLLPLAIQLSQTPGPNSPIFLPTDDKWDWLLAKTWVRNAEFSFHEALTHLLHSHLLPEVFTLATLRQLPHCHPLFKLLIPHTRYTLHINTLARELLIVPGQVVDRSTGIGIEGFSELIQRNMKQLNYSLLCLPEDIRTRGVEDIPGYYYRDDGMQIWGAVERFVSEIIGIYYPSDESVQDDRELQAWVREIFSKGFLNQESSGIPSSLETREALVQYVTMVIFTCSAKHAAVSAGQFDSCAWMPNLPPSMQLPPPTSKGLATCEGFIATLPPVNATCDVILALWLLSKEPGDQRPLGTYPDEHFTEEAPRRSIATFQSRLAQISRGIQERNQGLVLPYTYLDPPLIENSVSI
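Purified human 15hLO-2 (50 nM) preincubated 15 min with compound, then 45 uM arachidonic acid for 90 min at RT in 25 mM Hepes pH 7.5, 0.01% Triton X-100. Hydroperoxide detected by Fe-xylenol orange; 573/405 nm absorbance ratio.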
PNC inhibitor: inhibitors of perinucleolar compartment assembly; PC3M PTB-GFP, PNC prevalence imaging, 16 h; hits give low values; activity change (PNC), negative = inhibition, % at 10 µM; 3.1% of 140,000 active; AID 2417;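 active = readout at or below -70, meaning at least 70% loss of cells showing the perinucleolar compartment, a nuclear body marking cancer cells; inconclusive = readout between -30 and a set limit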;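 also: plate controls were DMSO wells for no effect and camptothecin positive control wells for full effect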
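Compounds are pinned in duplicate onto adhered PC3M cells stably expressing GFP-tagged PTB and incubated 16 h at 37 C. Cells are then fixed, nuclei stained with Hoechst, and PNC-positive cells counted.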
12-hLO inh: blocks human 12-lipoxygenase activity; P18054; 0.12% of 150,000 active; Potency, µM (highest dose often 57.1 µM), for inactives: top-dose activity change, negative = inhibition, most hits filed as inhibitors; purified 12-hLO, xylenol orange hydroperoxide absorbance; also: potency is read from the fitted curve at half-maximal effect; nearly all actives have a fitted effect of over 55% in size; many of its hits are not listed in these tables
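Hydroperoxide output read as Fe(III)-xylenol orange absorbance, 573-to-405 nm ratio, after 30 min reaction with 40 uM arachidonic acid. Enzyme: 150 nM purified human 12hLO, 15 min compound preincubation; 25 mM Hepes pH 7.0, room temperature.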
IMPase cell inh: IMPase inhibition in cells. inhibition (IP1 accumulation), % at 46.1 µM. P97697. CHO-M1 cells, IP1 accumulation, HTRF TR-FRET ratio. 120,000 tested, under 10 active; active = well fitted curve in the direction sought with a large enough effect in the signal ratio, not every such curve was filed as active; inconclusive = small, poorly fitted or top-dose-only effect, or a change in a side signal; inactive = no such curve, though single readings can be large or run the other way; the % refers to the signal ratio;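 also: cells stimulated with carbachol in lithium chloride buffer; plate controls were DMSO basal wells for no effect and reference inhibitor wells for full effect; higher means more IMPase inhibition seen as more IP1 and lower FRET ratio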
Target sequence (P97697 whole entry, looked up): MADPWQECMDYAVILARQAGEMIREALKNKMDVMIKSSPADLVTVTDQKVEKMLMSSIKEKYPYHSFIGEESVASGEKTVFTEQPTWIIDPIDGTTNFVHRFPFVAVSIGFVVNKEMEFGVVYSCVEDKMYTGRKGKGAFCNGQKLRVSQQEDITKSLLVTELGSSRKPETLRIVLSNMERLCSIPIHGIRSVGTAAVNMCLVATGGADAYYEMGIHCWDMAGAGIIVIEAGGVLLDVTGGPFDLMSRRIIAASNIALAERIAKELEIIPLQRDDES
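In this qHTS, compounds (final up to 46 uM) act on CHO-M1 cells that are then activated through the M1 receptor with carbachol, in pH 7.4 buffer containing 50 mM LiCl, for 30 min. IP1 accumulation is quantified by the IP-One immunoassay.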
Starred values were filed as active, the others as inactive; ? = inconclusive; . = no result given; & = joins results of further samples; [ ] = dose if it differs, or a comment. Unless noted, calls follow the shape of the dose curve; as a rule, active = well fitted curve in the direction sought with a large enough effect; inconclusive = small, poorly fitted or top-dose-only effect, or another doubt; inactive = no such curve, though single readings can be large; an effect the other way counts as inactive or inconclusive. Unless noted, % is scaled to controls: 0 for no effect and ±100 for the full control effect.

SMILES	15-hLO-2 inh	PNC inhibitor	12-hLO inh	IMPase cell inh
COc1ccc(/C=C2\CCc3ccccc3C2=O)cc1OC	-3%	12	-13%	-3
COc1cc(C)ccc1OCCCCOc1ccccc1C(C)=O	.	-27	-4%	.
COc1ccc2nc3c(cc2c1)c(NC(=O)c1cccs1)nn3CC(C)C	33%[activator]	31	-11%	3
CN(c1ccc(C(=O)NC2CC2)cc1)S(=O)(=O)c1ccccc1	-6%	9	3%	10
Cn1cccc1Cc1nnc(SCC(=O)Nc2ccccc2)n1-c1ccc(F)cc1	.	-2	1%	7
NCC1O[C@@H](OC2C(N)C[C@H](N)[C@@H](O[C@H]3OC(CO)C(O)C(N)C3O)C2O)C(O)C(O)C1O (stereo not given in full)	1%	.	-4%	.
CCC(O)(CC)C(=O)NN(C(=O)Nc1csc2c1CCCC2)c1ccccc1	.	-29	-2%	.
Cc1ccccc1CNC(=O)c1ccccc1C(=O)O	.	-10	-2%	7
COCCCn1c(SCC(=O)Nc2ccccc2)nnc1-c1ccncc1	.	-17	-5%	-12
COc1ccc(C(=O)NCc2ccc3c(c2)OCO3)cc1S(=O)(=O)N(C)Cc1ccccc1	.	?	-1%	-2
Cc1ccc(C(=O)NC(=S)Nc2cc(-c3nc4ccccc4s3)ccc2C)cc1	-14%	-109*	2%	-1
CCc1ccc2nc(N3C(=O)c4oc5ccccc5c(=O)c4C3c3ccc(OC)c(OC)c3)sc2c1 (stereo not given)	.	?	2%	.
Cc1noc(C)c1S(=O)(=O)Nc1ccc(C(=O)NCc2ccccc2)cc1	9%	15	-20%	-3
Cc1ccc(-c2nn(C)c(=O)c3ccccc23)cc1S(=O)(=O)NCCO	-1%	1	-2%	-1
CN(C)CCNc1nc(-c2ccccc2)c2c(c1C#N)CC(C)(C)OC2	9%	5	1%	5
COC(=O)Cn1ncc2c3ccccc3n(Cc3ccccc3)c2c1=O	-5%	25	0%	?
Cc1cccc(OCC(=O)N2CCN(C(=O)CCC3CCCC3)CC2)c1	9%	-11	-7%	?
COC(=O)C1C(=O)C2=C(CC1C)NC(C)=C(C(=O)OC1CCCC1)C2c1ccc(N(C)C)cc1 (stereo not given)	-4%	-7	-7%	-2
CCOC(=O)c1ccc(NC(=S)NN2CCOCC2)cc1	.	4	8%	.
O=C(COC(=O)CN1C(=O)C2CCCCC2C1=O)NC1CCS(=O)(=O)C1 (stereo not given)	.	68	2%	.
CCCCNCCOCCOc1ccc(F)cc1	-7%	-10	-5%	1
Cc1cc(C(F)F)n2nc(C(=O)NCc3ccccc3F)nc2n1	0%	-22	-3%	-7
CC(=O)Cn1c(CN2CC(C)CC(C)C2)nc2c1c(=O)n(C)c(=O)n2C (stereo not given)	-8%	-26	-5%	6
Cc1nnc(SCC(=O)NC2CCCCC2)n1C1CCCCC1	.	63	1%	.
COc1ccc(CC(=O)Nc2ccc(S(=O)(=O)Nc3cc(C)on3)cc2)cc1	-2%	9	4%	6
SMILES	15-hLO-2 inh	PNC inhibitor	12-hLO inh	IMPase cell inh
CC(C(=O)Nc1cc([N+](=O)[O-])ccc1Cl)N1CCN(c2ccc(O)cc2)CC1 (stereo not given)	.	-85*	-5%	1
CC1(C)C(c2ccc(Cl)cc2)=[N+]([O-])C2(CCCC/C2=N\O)N1O (stereo not given)	-4%	-2	-3%	-2
Cc1ccc(NC(=O)CCCCCC2NC(=O)NC2C)cc1 (stereo not given)	7%	?	2%	19
Cc1ccc(CSc2nnc(-c3ccc4c(c3)OCO4)o2)cc1	12%	6	-4%	2
COc1cc(C(=O)O)ccc1OC(C)=O	-2%	?	4%	-5
Brc1ccc(-c2noc(COc3ccc4ccccc4c3)n2)o1	-8%	17	-7%	1
CCCCn1c(SCC(=O)c2ccccc2)nc2ccsc2c1=O	.	-16	2%	.
Cn1/c(=N/N=C/c2ccc(Cl)c([N+](=O)[O-])c2)sc2ccccc21	-9%	-17	14%	-2
Cc1cc(N2CC(C(=O)O)CC2=O)ccc1Br (stereo not given)	3%	24	-2%	0
COc1nc(-c2ccccc2)cc(-c2ccc(OC)c(OC)c2)n1	19%	?	-12%	2
O=C1C2C3C=CC(C4CC34)C2C(=O)N1/N=C/c1cccs1 (stereo not given)	.	30	1%	.
CC1C/C(=C\c2cccnc2)C(=O)/C(=C/c2cccnc2)C1 (stereo not given)	.	-116*	-2%	.
Cc1nn(CCCC(=O)NCc2ccc(F)cc2)c(C)c1[N+](=O)[O-]	.	208	-3%	.
CC(=O)c1c(C)[nH]c(C(=O)OCC(=O)Nc2cc(C)on2)c1C	4%	15	0%	8
COc1ccc(Br)cc1S(=O)(=O)N1CCCC1	.	?	-4%	4
COc1ncc2nc(-c3ccc(F)cc3)c(=O)n(C[C@H]3CCCO3)c2n1	5%	.	0%	.
CCOC(=O)C1=C(N)OC2=C(C(=O)CC(C)(C)C2)C1c1cccnc1 (stereo not given)	0%	?	-1%	10
O=C(c1ccccc1)N1CCN(c2ccc(Cl)cc2)CC1	-8%	-9	-24%	-5
Cn1c(=O)c(-c2ccccc2N)nc2ccccc21	-2%	?	-9%	0
CCNc1ccc(S(N)(=O)=O)cc1[N+](=O)[O-]	.	6	-5%	.
CCn1c2ccccc2c2nnc(SCC(=O)N3CC(C)OC(C)C3)nc21 (stereo not given)	1%	28	-4%	-5
CC(=O)n1nc(-c2ccco2)nc1N	-2%	48	6%	7
COC(=O)c1ccc2nc(C)c(C)nc2c1	-20%	-19	-4%	1
O=C(O/N=C1/CCSc2ccccc21)c1ccccc1	-8%	32	1%	3
Cc1c(Cl)cccc1N(CC(=O)NC1CCCCC1)S(C)(=O)=O	-2%	?	-1%	8
SMILES	15-hLO-2 inh	PNC inhibitor	12-hLO inh	IMPase cell inh
COC(=O)C1=[N+]([O-])OC(C(=O)OC)C1c1c[nH]c2ccccc12 (stereo not given)	-9%	2	-3%	10
CCCCC(=O)NN(C)c1nc(-c2ccccc2)nnc1C(F)(F)F	3%	1	-6%	-5
O=C(CNS(=O)(=O)c1cccs1)N1CCN(c2ccccn2)CC1	2%	90	3%	-5
CCS(=O)(=O)c1ccc2oc(Nc3ccccc3C)nc2c1	-5%	?	-5%	-8
COC(=O)[C@H](Cc1ccccc1)NC(=O)[C@@]1(C)C[C@@H]1[C@@H](NC(=O)OCc1ccccc1)c1ccccc1	4%	67	-1%&0%	.
Cc1cc(NC(=O)CCC(=O)N(Cc2ccco2)C2(C(=O)NC3CCCCC3)CCN(C)CC2)no1	9%	-11	0%	-2
O=C(COC(=O)c1ccc2c(c1)OCO2)NCc1ccc(Cl)cc1	-2%	?	-17%	-1
CCc1nc(SCc2ccc(F)cc2)[nH]c(=O)c1C#N	.	?	23%	-4
COc1cc([C@H]2c3[nH]c4ccccc4c3C[C@H]3C(=O)N4[C@@H](c5cc(OC)c(OC)c(OC)c5)c5[nH]c6ccccc6c5C[C@H]4C(=O)N23)cc(OC)c1OC	.	?	0%	.
COc1ccc(OC)c(NC(=O)c2cccnc2Sc2cc(C)ccc2C)c1	.	80	-4%	8
Cc1cccc(-n2c(Cc3cc(=O)[nH]c(=O)[nH]3)nnc2SCC(=O)NCC2CCCO2)c1 (stereo not given)	-3%	48	0%	0
CSc1cccc(NC(=O)CN(c2cc(C)ccc2C)S(C)(=O)=O)c1	0%	-12	-9%	1
CCOc1ccccc1NC(=O)CSc1nnc2c(CC)c(C)nc(N)n12	2%[2.29 µM]	-13	7%	7
CC(Oc1ccccc1Cl)C(=O)N(Cc1ccco1)C1CCS(=O)(=O)C1 (stereo not given)	-3%	-18	3%	6
Cc1nn(C)c(C(=O)N/N=C/c2cc3c(cc2Br)OCO3)c1Br	.	10	0%	.
O=C(Nc1cccc(Cl)c1)OCCN1CCN(Cc2ccccc2)CCC1=O	35%[activator][0.0915 µM]	?	1%[0.00818 µM]	.
COc1ccc(NC(=O)CN2CCC(NC(=O)C3CCCCC3)CC2)cc1	2%	-4	-2%	6
O=C(O)CSc1nnc2c3ccccc3c3ccccc3c2n1	-1%[11.4 µM]	.	-1%[11.4 µM]	.
CCC1=C2CC[C@H]3C(=O)N(C)C(=O)[C@H]3[C@H]2[C@@]2(Cc3ccccc3)C(=NCC(=O)OC)OC(=O)N2C1=O	-4%	.	3%	.
CSc1nc(-c2ccccc2)nc(N)c1C(C)=O	2%	35	1%	-8
Cc1ccc(NC(=O)CSc2nnc(-c3cccnc3)s2)cc1	.	60	-4%	-16
COc1ccc2c(C)cc(Sc3nnnn3-c3ccccc3)nc2c1	.	-17	2%	-3
COc1ccc(Oc2nc3c(c(=O)n(C)c(=O)n3C)n2Cc2cccc(OC)c2)cc1	-3%	-6	1%	1
Cc1ccc(NS(=O)(=O)c2ccc(C(=O)N3CCCN(C)CC3)cc2)cc1	0%	-100*	-6%	9
Cn1cc([N+](=O)[O-])c(C(=O)NCc2cc3ccccc3[nH]2)n1	.	51	-3%	.

14 structures out of the list, ordered by length of the SMILES, rising:
SMILES	15-hLO-2 inh	PNC inhibitor	12-hLO inh	IMPase cell inh
Cc1ccc(NC(=O)CCCCCC2NC(=O)NC2C)cc1 (stereo not given)	7%	?	2%	19
CCNc1ccc(S(N)(=O)=O)cc1[N+](=O)[O-]	.	6	-5%	.
CCCCn1c(SCC(=O)c2ccccc2)nc2ccsc2c1=O	.	-16	2%	.
Cc1ccc(CSc2nnc(-c3ccc4c(c3)OCO4)o2)cc1	12%	6	-4%	2
O=C(COC(=O)c1ccc2c(c1)OCO2)NCc1ccc(Cl)cc1	-2%	?	-17%	-1
COc1ccc(NC(=O)CN2CCC(NC(=O)C3CCCCC3)CC2)cc1	2%	-4	-2%	6
CSc1cccc(NC(=O)CN(c2cc(C)ccc2C)S(C)(=O)=O)c1	0%	-12	-9%	1
Cc1noc(C)c1S(=O)(=O)Nc1ccc(C(=O)NCc2ccccc2)cc1	9%	15	-20%	-3
CCOC(=O)C1=C(N)OC2=C(C(=O)CC(C)(C)C2)C1c1cccnc1 (stereo not given)	0%	?	-1%	10
O=C(COC(=O)CN1C(=O)C2CCCCC2C1=O)NC1CCS(=O)(=O)C1 (stereo not given)	.	68	2%	.
COc1ccc(Oc2nc3c(c(=O)n(C)c(=O)n3C)n2Cc2cccc(OC)c2)cc1	-3%	-6	1%	1
Cc1cccc(-n2c(Cc3cc(=O)[nH]c(=O)[nH]3)nnc2SCC(=O)NCC2CCCO2)c1 (stereo not given)	-3%	48	0%	0
COC(=O)C1C(=O)C2=C(CC1C)NC(C)=C(C(=O)OC1CCCC1)C2c1ccc(N(C)C)cc1 (stereo not given)	-4%	-7	-7%	-2
CCC1=C2CC[C@H]3C(=O)N(C)C(=O)[C@H]3[C@H]2[C@@]2(Cc3ccccc3)C(=NCC(=O)OC)OC(=O)N2C1=O	-4%	.	3%	.

Next compounds:
SMILES	15-hLO-2 inh	PNC inhibitor	12-hLO inh	IMPase cell inh
N#CC(C#N)=C1C=CC=CN1/C(=C\c1ccco1)C(=O)c1ccc(-c2ccccc2)cc1	.	-11	-4%	23
COc1ccc(C(=O)N/C(=C/c2cccs2)C(=O)NCCCn2ccnc2)cc1OC	.	59	2%	4
COc1ccc(/C=C\C(=O)Oc2cccc(/C=N/NC(=O)Cc3ccc(OC)c(OC)c3)c2)cc1	.	?	-1%	2
O=C(CC1Oc2ccccc2NC1=O)NCCCN1CCCC1=O (stereo not given)	-4%	-24	-5%	2
OCCCCNCc1ccc(OCc2ccc(Cl)cc2Cl)cc1	52%[activator]	?	2%	12
CCCn1nnnc1NC(=O)c1ccc(C)cc1Cl	5%	-10	-4%	0
Cc1ccccc1NC1=C(Cl)C(=O)OC1OC(C)C (stereo not given)	6%	?	-3%	1
C/C=C(/C)C#N	-7%	.	2%	.
Cc1ccc(-c2[nH]c3ccccc3c2C(C[N+](=O)[O-])c2ccco2)cc1 (stereo not given)	-28%	-22	-14%	2
O=C(CSCc1ccccc1)N/N=C/c1cc2c(cc1Br)OCO2	.	3	3%	.

An excerpt (hit frequency here may not be typical).
